# Source: PubChem BioAssay
# TRHR enhancer: allosterically enhances the human TRH receptor; P34981; 0.66% of 360,000 active; TRHR cells, fluo-8 calcium fluorescence, EC20 TRH enhancement; enhancement, % at 2 µM; AID 493056; in the data active = enhancement above about 30%; note: 0% is about no effect
# Target sequence (P34981 whole entry, looked up): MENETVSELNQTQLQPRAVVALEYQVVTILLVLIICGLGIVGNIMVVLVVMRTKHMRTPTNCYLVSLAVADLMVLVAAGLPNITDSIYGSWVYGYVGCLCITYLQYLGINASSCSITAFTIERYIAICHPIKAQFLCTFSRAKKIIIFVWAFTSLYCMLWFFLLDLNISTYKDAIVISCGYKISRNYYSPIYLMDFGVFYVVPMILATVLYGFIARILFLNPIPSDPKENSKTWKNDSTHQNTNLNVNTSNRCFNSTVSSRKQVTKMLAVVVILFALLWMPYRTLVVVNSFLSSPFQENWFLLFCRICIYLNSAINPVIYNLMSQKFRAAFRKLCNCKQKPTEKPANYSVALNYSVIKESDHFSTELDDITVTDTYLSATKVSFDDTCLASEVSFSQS
#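 Enhancer read-out: after compound pinning and an initial kinetic agonist-mode read, an EC20 of TRH (10 nM final) was injected and fluo-8 calcium signal (Ex 480/Em 530) followed at 1 s/cycle for 100 cycles in TRHR-expressing cells.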
# D1 agonist: agonists of human D1 dopamine receptor. P21728. 1% of 360,000 active. activation, % at 2 µM. HEK293 T-REx D1 cells, calcium flux, agonist mode; in the data active = activation above about 30%; note: 0% is about no effect
#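 Tetracycline-induced HEK293 TREx D1 cells, force-coupled to calcium signalling, were dye-loaded with a no-wash calcium kit. Compound was pin-added after a 10 s baseline. Fluorescence was read kinetically at 1 cycle/s for 180 s, with calcium rises flagged as agonism.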
# RXFP1 antagonist: RXFP1 (human) relaxin receptor antagonism | activity change, negative = inhibition, % at 57.5 µM | AID 1259400 | HEK293-RXFP1, relaxin-stimulated cAMP HTRF, 30 min; active compounds read low | 0.59% of 350,000 active | Q9HBX9;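 active = activity change of -60% or lower, but not beyond a set lower limit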; note: % is set by controls: 0 for no effect and ±100 for the full control effect
# D2 potentiator: D2 dopamine receptor (human) potentiation; P14416; HEK293 T-REx D2, calcium flux, EC20 dopamine potentiation; potentiation, % at 10 µM; 0.34% of 340,000 active; AID 485347;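 active = potentiation over 3 SD above the plate norm, cut at about 30% in these data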; note: 0% is about no effect
# Target sequence (P14416 whole entry, looked up): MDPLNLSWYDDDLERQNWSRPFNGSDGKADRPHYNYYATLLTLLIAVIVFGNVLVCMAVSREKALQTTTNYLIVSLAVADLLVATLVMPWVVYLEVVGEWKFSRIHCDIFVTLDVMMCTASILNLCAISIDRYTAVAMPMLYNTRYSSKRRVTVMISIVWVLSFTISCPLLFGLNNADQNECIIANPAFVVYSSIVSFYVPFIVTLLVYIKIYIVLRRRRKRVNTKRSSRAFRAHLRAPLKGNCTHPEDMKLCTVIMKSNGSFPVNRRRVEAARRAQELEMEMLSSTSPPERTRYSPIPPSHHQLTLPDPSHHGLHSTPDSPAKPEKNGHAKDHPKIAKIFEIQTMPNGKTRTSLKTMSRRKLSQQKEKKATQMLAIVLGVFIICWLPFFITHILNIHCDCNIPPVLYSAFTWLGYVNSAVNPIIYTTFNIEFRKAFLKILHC
#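 Potentiation of an EC20 dopamine calcium response measured kinetically over 180 s, after a preceding 180 s compound-only read flagging agonists. Cells: inducible Hek293 Trex D2 line, 4000/well, cultured overnight at 30 C before dye loading.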
# D1 PAM: potentiators of human D1 dopamine receptor; P21728; potentiation, % at 10 µM; HEK293 TREx D1 cells, calcium flux, dopamine EC20 potentiation; AID 504651; 0.036% of 360,000 active; in the data active = potentiation above about 30%; note: 0% is about no effect
# D2 agonist: D2 dopamine receptor (human) agonism | 0.53% of 340,000 active | HEK293 T-REx D2 cells, calcium flux agonist mode | activation, % at 2 µM | P14416;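 active = activation over 3 SD above normal in the single-dose calcium agonist read, cut at about 30% in these data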; note: 0% is about no effect
#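 In this primary screen, compounds producing a positive calcium signal within 180 s of addition to tetracycline-induced, force-coupled HEK293 Trex D2 cells are flagged; cells are dye-loaded with a no-wash calcium kit beforehand.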
# D1 antagonist: antagonists of human D1 dopamine receptor; P21728; HEK293 TREx D1 cells, calcium flux, dopamine EC80; active compounds read low; activity change, negative = inhibition, % at 10 µM; 3.2% of 360,000 active; AID 504652; in the data active = activity change below about -30%; note: % is set by controls: 0 for no effect and ±100 for the full control effect
#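 Tetracycline-induced HEK293 Trex D1 cells, force-coupled to calcium, dye-loaded; compounds added and read 180 s, then EC80 dopamine added and calcium flux tracked kinetically another 180 s.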
# D2 antagonist: D2 dopamine receptor (human) antagonism. HEK293 TREx D2 cells, calcium flux, dopamine EC80. inhibition, % at 10 µM. P14416. 2% of 340,000 active; in the data active = inhibition above about 30%; note: 0% is about no effect
#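 Cells plated overnight at 30 C with tetracycline; no-wash calcium dye, 30–90 min RT; 10 s baseline; compound pinned; 180 s read; EC80 dopamine added; another 180 s read.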
# RXFP1 ag: agonists of human relaxin receptor RXFP1 | Q9HBX9 | HEK293T-RXFP1 cAMP TR-FRET, 30 min; response scale: percent of porcine relaxin response, buffer zero | Potency, µM (titrated, usually from 57.5 µM), inactives show at the highest dose activation, usual class: activators | 0.3% of 370,000 active | AID 2676; active = well fitted activation curve with a large enough effect; note: potency is the fitted concentration of half-maximal effect; % is set by controls: 0 for no effect and ±100 for the full control effect; nearly all actives have a fitted effect of over 60% in size; many of its hits are not listed in these tables
#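 HEK293T cells stably expressing RXFP1 were pretreated with the PDE4 inhibitor Ro 20174, exposed to compounds for 30 min at 37C, lysed, and cAMP was read by TR-FRET. Data normalized to buffer (basal) and 29 nM porcine relaxin (100%).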
# * hit, by the source's call; x = no result given; & = joins results of further samples; ! = a repeat was not active. Some of the compounds tested, so the mix of outcomes need not match the whole.
# Values in the order – TRHR enhancer	D1 agonist	RXFP1 antagonist	D2 potentiator	D1 PAM	D2 agonist	D1 antagonist	D2 antagonist	RXFP1 ag
> Cc1ccc(C(=O)NNC(=O)C2CCN(Cc3ccccc3)CC2)cc1
→ 6	2	-4	1	0	0.8	10	10	-1.2%
> CCOc1ccc(CNS(=O)(=O)c2c(C)nc3scc(C)n3c2=O)cc1OC
→ 2	-2	-9	1	0	0.2	7	3	-2.6%
> C/C(=N\NC(=O)c1nonc1N)c1cccs1
→ -5	0	x	-8	-7	-0.6	6	3	0.3%
> CCN1CCN(CCCNC(=O)Cn2c(-c3cccs3)cc3ccccc32)CC1
→ 3	6	-17	-3	-2	-0.8	14	x	1.7%
> CCOc1ccc(-c2nc3c(c(SCC(=O)Nc4ccccc4C)n2)Cc2ccccc2O3)cc1
→ 0	1	5	11	-2	-1.0	15	x	0.6%
> N/C(=N\OC(=O)COc1ccc([N+](=O)[O-])cc1)c1ccncc1
→ -1	3	-15	0	-7	0.4	5	-5	1.2%
> CCC(=O)N1CCc2cc(S(=O)(=O)N3CCc4ccccc4C3)ccc21
→ 6	1	-6	-12	17	-0.4	20	3	1.3%
> CC(=O)Nc1ccc2nc(NC(=O)c3ccc([N+](=O)[O-])o3)sc2c1
→ -4	-2	-1	0	-6	0.2	-3	5	-0.8%
> Cc1ccc(NC(=O)Cc2nc(-c3c[nH]c(C(=O)N4CCCC4)c3)cs2)c(C)c1
→ 6	0	-15	-3	-3	-0.3	-13	-1	-0.6%
> Cc1nc(-c2ccc(NS(=O)(=O)c3ccccc3)cc2)cs1
→ -1	7	2	-2	-6	-0.1	10	-2	1.0%
> O=C(COC(=O)CCc1ccccc1)NC12CC3CC(CC(C3)C1)C2
→ -9	1	-3	4	-3	0.2	-12	-14	-0.8%
> O=C(O)c1ccc2cccc(O)c2n1
→ -2	2	-8	-2	-4	1.3	-1	6	-1.6%
> Cc1onc(-c2ccccc2)c1C(=O)Nc1cccc(C#N)c1
→ -5	-1	x	-6	-7	-0.2	-2	0	0.4%
> COc1cccc(-c2nnc(N(C)C(=O)c3ccno3)s2)c1
→ -2	2	x	-3	0	0.4	-3	8	12%
> COc1ccc(CNC(=O)c2cnn3c(C)c(Cc4ccc(F)cc4)c(C)nc23)cc1
→ -5	3	-10	-15	2	-0.1	5	x	-0.2%

# (more compounds)
# Values in the order – TRHR enhancer	D1 agonist	RXFP1 antagonist	D2 potentiator	D1 PAM	D2 agonist	D1 antagonist	D2 antagonist	RXFP1 ag
> COc1ccc(OCc2cc(C(=O)NC(C)Cn3cncn3)no2)c(Cl)c1 (stereo not drawn)
→ -4	4	-4	-2	6	-1.7	-18	4	0.4%
> N#Cc1ccc(OCC(=O)OCC(=O)NCCC2=CCCCC2)cc1
→ -8	-1	-4	-2	-11	-1.2	-12	-28	-0.6%
> CCC1Sc2ccc(S(=O)(=O)CCC(=O)NCc3cccs3)cc2NC1=O (stereo not drawn)
→ -5	3	0	-3	-4	0.1	1	15	1.5%
> CC(=O)Nc1ccc2[nH]c3ccccc3c2c1
→ -2	-2	-7	1	1	0.3	5	-9	0.8%
> C=C(C)Cn1c(=O)c2c(nc3n2CCCN3Cc2ccccc2)n(C)c1=O
→ 0	2	33	1	1	-0.6	-2	12	1.8%
> COc1ccc(C(=O)Nc2cccc(C(C)=O)c2)cc1OC
→ -6	0	-6	-6	3	0.3	3	-24	-0.4%
> Cc1nc2cc(NC(=O)Nc3ccc(Br)cc3)ccc2o1
→ 1	20	0	14	-8	-0.4	-24	8	1.4%
> COC(=O)c1ccccc1Nc1cc(C)nc2nc(C)nn12
→ 4	-2	-14	3	-1	-0.1	-9	-2	4.4%
> CCOC(=O)C1(Cc2ccccc2C)CCCN(S(=O)(=O)c2cccnc2)C1 (stereo not drawn)
→ 7	1	-6	-10	-6	0.3	-19	7	1.8%
> COc1ccc(CCNC(=O)c2ccc(CS(=O)(=O)c3ccc(C)cc3)o2)cc1OC
→ -6&19	8&3	-26	16&-2	1&-10	-0.3&1.6	-31*!	-5	4.5%&1.4%
> CCc1cccc(NC(=O)Nc2cccs2)c1
→ 3	10	-25	-11	-9	1.0	-19	32*	-0.5%
> COc1ccc(-n2cccc2/C=C2\C(=N)N3N=C(c4ccco4)SC3=NC2=O)cc1
→ 5	2	-21	4	-3	0.1	8	-3	-1.4%
> CCOc1ccc(NC(=O)CN(C)C(=O)CCCOc2ccc(Cl)c(C)c2)cc1OCC
→ -6	2	-17	2	-3	-0.1	-2	2	0.4%
> CN(C)c1ccc(NC(=O)CSc2nc3ccccc3c(=O)n2C2CCCCC2)cc1
→ -11	2	-14	13	6	-1.7	31	6	-0.7%
> COc1cccc(CN=C2Nc3ccccc3CS2)c1
→ -6	1	-2	-8	-4	0.6	-18	-17	2.5%

# Compound profiles, from the list above. Values in the order: TRHR enhancer, D1 agonist, RXFP1 antagonist, D2 potentiator, D1 PAM, D2 agonist, D1 antagonist, D2 antagonist, RXFP1 ag
# CCc1cccc(NC(=O)Nc2cccs2)c1 in the list: 3, 10, -25, -11, -9, 1.0, -19, 32*, -0.5%
# COc1ccc(CCNC(=O)c2ccc(CS(=O)(=O)c3ccc(C)cc3)o2)cc1OC in the list: -6&19, 8&3, -26, 16&-2, 1&-10, -0.3&1.6, -31*!, -5, 4.5%&1.4%
# CCC1Sc2ccc(S(=O)(=O)CCC(=O)NCc3cccs3)cc2NC1=O (stereo not drawn) in the list: -5, 3, 0, -3, -4, 0.1, 1, 15, 1.5%
# C=C(C)Cn1c(=O)c2c(nc3n2CCCN3Cc2ccccc2)n(C)c1=O in the list: 0, 2, 33, 1, 1, -0.6, -2, 12, 1.8%
# COC(=O)c1ccccc1Nc1cc(C)nc2nc(C)nn12 in the list: 4, -2, -14, 3, -1, -0.1, -9, -2, 4.4%

# Remaining list, next part.
# Values in the order – TRHR enhancer	D1 agonist	RXFP1 antagonist	D2 potentiator	D1 PAM	D2 agonist	D1 antagonist	D2 antagonist	RXFP1 ag
> O=C1NC(=O)C(Cc2ccccc2)(c2cccnc2)N1 (stereo not drawn)
→ 3	1	13	5	0	-0.3	-5	-16	0.0%
> Cc1ccc(CCNC(=O)c2nnn(-c3cc(C)cc(C)c3)c2N)cc1
→ 3	7	-14	-3	-11	0.1	6	1	0.3%
> O=C(N/N=C/c1ccco1)c1ccccn1
→ 10	0	-7	28	2	1.1	-4	6	0.2%
> CCOc1ccc(S(=O)(=O)NCC(=O)NC2CCCCC2)cc1
→ -3	3	-4	4	x	-0.2	-4	-24	-1.1%
> CS(=O)(=O)NN1C(=O)c2ccccc2NC1c1ccccc1 (stereo not drawn)
→ -10	2	0	-4	1	-0.2	-9	30	4.9%
> COc1cc(NC(=O)CCS(=O)(=O)c2ccc(Br)cc2)cc(OC)c1
→ 2	1	-10	-10	2	x	0	x	2.2%
> COc1ccc(NC(=S)N(CCCN2CCOCC2)Cc2cn(C)c3ccccc23)cc1
→ 0	2	-5	-4	-2	1.0	-10	-3	3.3%
> Cc1ccc(NC(=O)/C(C#N)=C/c2cn(CC(=O)NCc3ccco3)c3ccccc23)cc1C
→ -1	10	-25	-1	-2	1.8	-3	-11	-0.7%
> COc1ccc(CNC(=O)Cc2c(C)c3c(cc(C)c4c(C)coc43)oc2=O)cc1OC
→ 1	0	1	11	-3	0.1	-3	x	0.2%
> CCN(CC(=O)Nc1c(F)cccc1F)C(=O)CSc1nc(C)cc(C)n1
→ 3	5	-6	-4	4	-0.8	-2	16	1.8%
> CC(=O)Oc1ccc2ccccc2c1C(NC(=O)Cc1ccccc1)c1ccc(Cl)cc1 (stereo not drawn)
→ -7	7	-11	-3	-4	1.4	11	0	-1.0%
> COc1ccc(N2C(=O)c3ccccc3C(C)(C)C2=O)cc1
→ 2	-1	-2	x	-2	-2.7	12	9	0.6%
> O=C(c1nc2ccc(Cl)cn2c1CNCC[C@@H]1C[C@@H]2C=C[C@H]1C2)N1CCCCCCC1
→ -2	10	-20	-11	6	-2.4	22	-3	1.0%
> NC(=O)CSc1nc2ccc(NC(=O)COc3ccccc3)cc2s1
→ 0	7	x	-10	-1	-0.4	0	x	0.9%
> COc1cc(OC)c(C2N(c3ccc(Cl)c(Cl)c3)C(=O)C3CCCN32)cc1OC (stereo not drawn)
→ 2	9	4	3	2	1.5	0	-8	0.2%

# Arranged by SMILES length (falling): part of the list above.
# Values in the order – TRHR enhancer	D1 agonist	RXFP1 antagonist	D2 potentiator	D1 PAM	D2 agonist	D1 antagonist	D2 antagonist	RXFP1 ag
> COc1ccc(NC(=S)N(CCCN2CCOCC2)Cc2cn(C)c3ccccc23)cc1
→ 0	2	-5	-4	-2	1.0	-10	-3	3.3%
> O=C1NC(=O)C(Cc2ccccc2)(c2cccnc2)N1 (stereo not drawn)
→ 3	1	13	5	0	-0.3	-5	-16	0.0%
> O=C(N/N=C/c1ccco1)c1ccccn1
→ 10	0	-7	28	2	1.1	-4	6	0.2%

# (further entries)
# Values in the order – TRHR enhancer	D1 agonist	RXFP1 antagonist	D2 potentiator	D1 PAM	D2 agonist	D1 antagonist	D2 antagonist	RXFP1 ag
> COCc1cc(C)nc(SCC[N+](C)(C)CC(=O)Nc2cccc(C(F)(F)F)c2)c1C#N
→ 15	7	-5	19	-2	-0.2	-27	-3	1.6%
> COc1ccc(NC(C)c2cc(Cl)ccc2O)cc1 (stereo not drawn)
→ -12	19	3	x	-8	-0.2	-25	2	0.0%
> O=C(O)c1ccn(CSc2cc(Cl)ccc2Cl)n1
→ 2	4	-7	x	x	x	7	x	-0.1%
> Cc1cc(=O)oc2c1c(C)nn2-c1ccc(Br)cc1
→ -3	0	-21	1	-4	0.9	12	-1	-1.8%
> COc1ccc(NS(=O)(=O)c2cccc(C(=O)NCCc3ccc(S(N)(=O)=O)cc3)c2)cc1
→ -18	2	-3	-14	-3	0.7	-10	12	2.1%
> O=C(CSc1nc2sc3c(c2c(=O)[nH]1)CCCC3)Nc1ccccc1F
→ -7	5	0	-1	1	0.4	-11	x	0.0%
> O=C(NCCS(=O)(=O)NC1CCCC1)c1ccccc1
→ -1	0	22	6	5	-0.5	11	x	-1.4%
> Cc1cccc(NC(=O)Nc2ccc(C)c(C)c2)n1
→ -1&1	2&1	1	-2&2	0&2	0.1&-0.2	10	-4	-0.2%&0.4%
> COc1ccc(/C=N\NC(=O)C2C(=O)NCC2c2ccccc2)cc1O (stereo not drawn)
→ 7	4	-7	2	-1	-0.6	-13	-3	1.1%
> CC(=O)NCCc1nc2cc(NC(=O)c3cccs3)ccc2n1C
→ 0	2	-2	2	1	0.1	12	1	1.6%
> Cc1ccc(NC(=O)CSc2n[nH]c(-c3ccco3)n2)cc1
→ 14	0	-5	8	2	-0.4	-4	8	-0.2%
> CCN(CC)c1ccc(/C=C(\C#N)C(=O)NCc2ccco2)cc1
→ 3	48*	x	-4	-8	12	-12	22	-0.9%
